# Compound activity deposited in PubChem by The Scripps Research Institute Molecular Screening Center.
# CHO-K1 Ca antag: counter-screen for M1 antagonists: effect in parental CHO-K1 cells | ATP-induced calcium, Fluo-8 fluorescence | inhibition, % at 3 µM | hit rate 0.6% among 360,000 | AID 602250;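 active means inhibition above a per-plate cutoff, the plate's mean sample inhibition plus 3 SD, cut at about 24% in these data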;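 further: 0% = DMSO plus EC80 ATP and 100% = DMSO alone without ATP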
# V1R ag counter: agonists of human V1a receptor, primary screen, counter-screen for OXTR agonist project, fluorescence, CHO-V1R cells | Vasopressin V1a receptor (Homo sapiens), P37288 | Fluo-8 calcium fluorescence, agonist mode; 0% DMSO, 100% 3 nM vasopressin | hit rate 0.25% among 320,000 | activation, % at 3 µM | AID 2797, 2010;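 active means activation above the mean activation of all tested compounds plus 3 SD, per screening run, cut at about 20% in these data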;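 further: signal is peak over basal fluorescence ratio across a 100 second FLIPR read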
# Target sequence (P37288 whole entry, looked up): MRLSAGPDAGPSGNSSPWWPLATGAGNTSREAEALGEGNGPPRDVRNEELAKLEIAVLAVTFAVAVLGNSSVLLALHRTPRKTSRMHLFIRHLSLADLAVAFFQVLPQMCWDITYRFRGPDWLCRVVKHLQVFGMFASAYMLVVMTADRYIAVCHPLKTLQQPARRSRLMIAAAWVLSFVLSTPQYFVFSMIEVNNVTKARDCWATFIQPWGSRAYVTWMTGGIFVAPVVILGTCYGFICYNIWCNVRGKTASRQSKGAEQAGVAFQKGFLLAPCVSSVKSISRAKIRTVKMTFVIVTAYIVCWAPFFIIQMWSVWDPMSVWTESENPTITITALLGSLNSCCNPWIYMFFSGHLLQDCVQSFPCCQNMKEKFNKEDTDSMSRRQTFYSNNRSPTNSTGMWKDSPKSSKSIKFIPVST
# CHO-K1 Ca ag: counter-screen for M1 agonists: effect in parental CHO-K1 cells; Fluo-8 calcium fluorescence; scaled to maximal ATP response, vehicle zero; activation, % at 3 µM; hit rate 0.48% among 360,000; in the data active means activation above about 15%;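 further: untransfected CHO-K1 host cells lacking M1 receptor as counterscreen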
# GPR7 antagonist: GPR7 receptor antagonists, primary screen, cell-based, fluorescence, single concentration; Neuropeptides B/W receptor type 1 (Homo sapiens), P48145; GPR7-expressing cells, fluorescence antagonist assay; inhibition, % at 4.4 µM; hit rate 1.1% among 290,000; in the data active means inhibition above about 16%, passing the limit was not always enough;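 further: cells stimulated with the agonist NPW; 0% = agonist with vehicle and 100% = vehicle without agonist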
# CHO parental Ca: ATP-evoked calcium signal inhibitors, parental CHO, primary screen, counter-screen for OX1R antagonist project, cell-based, fluorescence, Fluo-8 calcium dye. hit rate 0.63% among 330,000. parental CHO-K1, ATP-induced calcium, Fluo-8 fluorescence. inhibition, % at 5.6 µM;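 active means inhibition above that plate's mean sample inhibition plus 3 SD, cut at about 26% in these data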;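 further: 0% = ATP-challenged DMSO wells and 100% = DMSO wells without ATP; some compounds past the cut are filed as inactive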
#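 Test system: parental CHO cells; detection: calcium-sensitive Fluo-8 fluorescence; evaluation: percent inhibition of calcium signal; also added: ATP as calcium-mobilizing challenge; repeats: one well per compound; control set: ATP-challenged DMSO wells low, unchallenged DMSO wells high; compound: single nominal dose of 5.6 µM per compound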
# OXTR potentiator: human OXTR potentiators, primary screen, fluorescence, CHO-OTR cells, Fluo-8 calcium | activation, % at 3 µM | Fluo-8 calcium fluorescence, potentiator mode; 0% = oxytocin EC15, 100% = EC100 | Oxytocin receptor (Homo sapiens), P30559 | AID 2445, 2010 | hit rate 0.061% among 320,000;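 active means activation above that plate's cutoff, the mean activation of tested compounds plus 3 SD, cut at about 6.6% in these data, passing the limit was not always enough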;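 further: 100% uses oxytocin at 75 nM as the full agonist control; some results filed as inactive read as strong as hits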
#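 Assay system: CHO cell line stably expressing human OTR | Also added: Oxytocin at about EC15, sub-maximal agonist stimulus | Times: Compound 6 min at room temperature before oxytocin, 100 s read | Measured by: Fluo-8 intracellular calcium fluorescence, ex 470-495, em 515-575 nm | Controls: EC15 oxytocin alone as 0%, 75 nM oxytocin as 100%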
# CHO-K1 Ca PAM: nonselective calcium activators in parental CHO-K1 cells, primary screen, counter-screen for M1 PAM project, cell-based, Fluo-8 calcium fluorescence, full deck, 1536-well | ATP EC20; 0% at ATP EC20, 100% at ATP max | activation, % at 3 µM | hit rate 0.02% among 360,000;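 active means activation above the run cutoff, the mean activation of all test compounds plus 3 SD, cut at about 40% in these data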;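 further: peak over basal fluorescence ratio in a 140 s read after ATP addition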
# TAAR1 antag: human TAAR1 antagonists, primary screen, Fluo-8 calcium fluorescence, CHO RD-HGA16 cells; antagonist; inhibition, % at 3 µM; hit rate 1.5% among 360,000; AID 624466, 2012;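 active means inhibition above a per-plate cutoff, the mean inhibition of test compounds on that plate plus 3 SD, cut at about 49% in these data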;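 further: 0% = DMSO plus EC80 beta-PEA response and 100% = DMSO alone without agonist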
# Target sequence (Q96RJ0 whole entry, looked up): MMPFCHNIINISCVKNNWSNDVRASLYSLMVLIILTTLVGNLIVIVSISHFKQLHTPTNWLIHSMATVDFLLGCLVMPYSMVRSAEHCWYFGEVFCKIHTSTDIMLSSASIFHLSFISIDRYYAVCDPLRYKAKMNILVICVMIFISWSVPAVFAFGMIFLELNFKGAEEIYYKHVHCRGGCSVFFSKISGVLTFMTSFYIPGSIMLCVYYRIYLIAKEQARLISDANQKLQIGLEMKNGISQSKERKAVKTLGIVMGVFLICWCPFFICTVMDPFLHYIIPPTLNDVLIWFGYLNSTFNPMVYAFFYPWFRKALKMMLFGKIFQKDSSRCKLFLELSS
#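 Test system: RD-HGA16 CHO cells with stable hTAAR1 and Gα16 / Probe or stimulus: EC80 β-phenethylamine stimulus / Times: seeding 17-24 h prior, 75-min 37 °C, 30-min RT dye loading / Detection: Fluo-8 calcium-sensitive fluorescence / Read-out basis: % inhibition scaled between DMSO and EC80 PEA controls / Repeats: singlicate, one well per test compound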
# OXTR ag: human OXTR agonists, primary screen, fluorescence, CHO-OTR cells, Fluo-8 calcium | AID 2435, 2010 | Fluo-8 calcium fluorescence; normalized: DMSO 0%, oxytocin 100% | Oxytocin receptor (Homo sapiens), P30559 | activation, % at 3 µM | hit rate 0.32% among 320,000;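 active means activation above the mean of all tested compounds plus 3 SD, cutoff set per screening run, cut at about 20% in these data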;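 further: peak over basal fluorescence ratio from a 100 s FLIPR kinetic read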
# Active calls of the source: *; . = not tested or not shown.
SMILES,CHO-K1 Ca antag,V1R ag counter,CHO-K1 Ca ag,GPR7 antagonist,CHO parental Ca,OXTR potentiator,CHO-K1 Ca PAM,TAAR1 antag,OXTR ag
CC(=O)Nc1ccc(S(=O)(=O)NCc2cn3c(C)csc3n2)cc1,4,-0.9,0.0,5,-4,-1,9,-11,-0.7
CC(C)CCOCc1nc2sc3c(c2c(=O)[nH]1)CCC(C)C3 (stereo unspecified),-5,-0.7,-0.4,-4,-9,-9,5,-27,-1.1
COc1cc(C(=O)NCCC(c2ccccc2)c2ccccc2)cc(OC)c1OC,-12,-0.5,1.6,-7,-21,-11,5,-10,-2.5
Cc1ccccc1-n1c(-c2ccc(=O)[nH]n2)n[nH]c1=S,-4,-0.6,0.3,-10,-6,-9,-7,13,0.3
CCOC(=O)N1CCN(C(=O)CCn2c(=S)[nH]c3ccccc3c2=O)CC1,-12,-0.1,0.0,-5,-17,6,17,-50,-0.4
COc1cc(CN2CC(=O)N(c3cccc(Cl)c3C)C2=S)cc(OC)c1OC,6,4.6,23*,0,-7,-8,3,17,3.5
Cc1cccc(CCN(CC(=O)NC2CCCCC2)C(=O)c2csnn2)c1,-4,0.3,0.2,5,-13,-2,13,1,-1.0
Cc1cccc(N2CCN(CC(O)COc3ccc(Cl)cc3)CC2)c1 (stereo unspecified),-9,6.8,3.6,-8,-12,-9,-13,-15,4.2
O=C(C1=COCCO1)N1CCN(C(c2ccccc2)c2ccccc2)CC1,3,-0.6,0.2,-24,-3,-6,-5,0,-0.6
CC(C)(CN1CCC(Cc2ccccc2)CC1)NS(=O)(=O)c1ccccc1,-11,0.5,4.5,-7,-13,-12,7,-8,-0.3
CCOC(=O)c1ccc(NC(=O)Nc2ccc(S(N)(=O)=O)cc2)cc1,-3,0.1,1.3,-10,7,-6,24,10,-0.2
O=C1c2ccccc2-c2ccc(C(=O)N3CCCCC3)cc21,-17,-0.6,1.4,-5,-3,-10,-7,-9,-1.2
COc1ccc([C@@H]2[C@H]3C(=O)N(c4cccc(C(F)(F)F)c4)C(=O)[C@H]3ON2C)cc1,-30,-1.0,0.2,1,-9,-7,15,1,-1.4
O=C(c1ccc(Cl)c(S(=O)(=O)N2CCCCC2)c1)N1CCCCC1,14,1.6,1.3,12,-7,0,-12,-16,0.8
COC(=O)c1cccc(COC(=O)c2ccccc2NC(=O)c2ccco2)c1,-2,1.1,0.0,-11,-16,-8,10,10,-1.0
COc1ccc(-c2nnc(SC(=O)N3c4ccccc4Sc4ccccc43)o2)cc1,-8,-0.1,-0.6,0,3,1,1,-11,-1.4
COc1ccc(N/N=C(\C#N)C(=N)N2CCOCC2)cc1,-15,-0.9,0.6,-6,11,-12,12,-9,-0.4
O=C(Cc1ccccc1)NN1C(=O)C2C3C=CC(C3)[C@@H]2C1=O (stereo partly specified),-10,0.3,1.2,-17,8,-12,18,-11,0.3
O=C1c2ccccc2C(=O)c2cc(NC(=O)C3CC3)ccc21,15,0.4,0.1,2,7,-3,-12,-4,-0.4
CC(=O)Oc1ccccc1C(=O)C=Cc1cccc([N+](=O)[O-])c1,-5,.,0.4,.,.,.,20,7,.
Cc1ccccc1OCC(=O)N1N=C(C(F)(F)F)CC1(O)C(C)(C)C (stereo unspecified),-22,3.2,0.3,-12,33*,-13,13,6,-1.3
COCCN(C(=O)c1cccc(-n2cnnn2)c1)c1c(N)n(CC(C)C)c(=O)[nH]c1=O,-9,-0.5,1.5,.,-8,-2,10,-15,0.9
CCCOc1ccc(-c2nc(OCC)c3ccccc3n2)cc1,-19,-0.3,1.2,-10,-20,-4,22,-18,-1.3
CC(C)CNc1nc(S(=O)(=O)c2ccccc2)c(Cl)s1,-8,-0.5,1.6,-8,-5,-10,-4,-32,-2.0
CCc1c(C)sc(NC(=O)Cn2nc(C)c([N+](=O)[O-])c2C)c1C(N)=O,7,1.3,-0.2,-7,1,-13,12,-21,0.5
COc1ccccc1C1OCC(C)(C)CO1,-10,.,0.7,.,.,.,16,-2,.
CCOC(=O)C1=C(CSc2nc(-c3ccncc3)ccc2C#N)OC(N)=C(C#N)C1c1ccc(OC)cc1 (stereo unspecified),-8,1.3,0.8,-6,-20,-8,15,5,0.9
CCn1c(=O)cc(OCC(=O)N2CCCCCC2)c2ccccc21,-2,-0.6,0.8,-9,2,0,19,12,0.9
COc1ccc(NS(=O)(=O)c2nnc(NC(=O)c3ccccc3F)s2)cc1,-6,7.1,0.8,10,1,-4,25,10,3.5
Cc1cc(OCC(=O)N(C)C2CCCCC2)cc(C)c1Cl,-5,-1.9,8.8,-1,9,-10,17,-29,-2.1

# Copied from the list.
# GPR7 antagonist, CCn1c(=O)cc(OCC(=O)N2CCCCCC2)c2ccccc21 = -9
# GPR7 antagonist, CCOC(=O)C1=C(CSc2nc(-c3ccncc3)ccc2C#N)OC(N)=C(C#N)C1c1ccc(OC)cc1 (stereo unspecified) = -6

# The list continues:
SMILES,CHO-K1 Ca antag,V1R ag counter,CHO-K1 Ca ag,GPR7 antagonist,CHO parental Ca,OXTR potentiator,CHO-K1 Ca PAM,TAAR1 antag,OXTR ag
CN(CCCC(=O)Nc1ccccc1F)S(=O)(=O)c1ccc(F)cc1,-12,-0.1,1.9,-2,-10,1,-1,4,1.7
O=C(CCCN1C(=O)NC2(CCCC2)C1=O)N1CCN(S(=O)(=O)c2ccccc2)CC1,-19,-0.2,0.9,.,-6,-3,-4,-6,-0.4
O=C(O)c1ccc(CNS(=O)(=O)c2ccc3ccccc3c2)cc1,-6,0.4,1.9,23*,13,-8,8,0,-0.2
FC(F)(Cl)c1nnc2ccc(Cl)nn12,-11,1.4,0.6,-15,11,-16,17,-5,-0.3
CCC(C)NC(=O)/C=C1\Sc2ccccc2NC1=O (stereo unspecified),1,-0.9,0.4,-12,-10,-6,8,23,-2.4
Cc1ccc(S(=O)(=O)N2CCCCC2)cc1NC(=O)c1cccnc1,4,.,0.7,.,.,.,-17,-12,.
CCc1nnc(NC(=O)c2cccc(S(=O)(=O)N3CCN(C)CC3)c2)s1,-11,.,0.3,.,.,.,19,-9,.
CCn1c(SCC(=O)Nc2nonc2C)nnc1-c1ccco1,14,0.7,0.9,-4,-10,-4,-6,-5,0.1
Cc1ccc(C)c(NS(=O)(=O)c2cc(C(=O)Nc3ccccc3-c3ccccc3)ccc2Cl)c1,-7,1.0,1.1,1,-9,-5,8,8,0.5
O=C(CN1C(=O)C(=O)N(Cc2ccccc2)C1=O)Nc1ccc(F)c(Cl)c1,-6,1.2,0.8,-7,-10,1,13,-16,2.4
Cc1cc(C(=O)COC(=O)/C=C/c2cccc(F)c2)c(C)n1C,-11,2.7,4.7,-6,-12,-15,-5,3,2.3
CN(Cc1cccnc1)C(=O)c1cc(COc2ccc3c(c2)CCCC3)on1,12,10,13,2,40*,-11,-2,16,11
FC(F)(F)c1ccc(Cl)c(Nc2nnc(-c3ccncc3)s2)c1,2,.,0.2,.,.,.,7,-3,.
Cc1cc(C)n(-c2nc3c(c(=O)[nH]c(=O)n3C)n2Cc2ccccc2)n1,25*,-0.1,-0.2,-5,-2,-10,-5,-17,0.0
CC1(c2ccccc2Cl)NC(=O)N(CC(=O)N2CCc3ccccc3C2)C1=O (stereo unspecified),6,.,1.1,.,.,.,-6,4,.
O=c1c(Br)ccc(Br)cc1Br,8,.,-0.8,.,.,.,12,6,.
CCCc1cc(=O)n2nc(N3CCC(C(=O)Nc4cccc(C(C)=O)c4)CC3)sc2n1,-6,-0.6,0.0,1,-13,-9,2,-22,-0.3
CSc1ncc(CN2CCN(C3CCN(C(C)C)CC3)C(CCO)C2)cn1 (stereo unspecified),-3,.,0.0,-7,.,.,-7,7,.
Cc1nn(-c2ccccn2)c2c1C(=O)C(Br)CC2 (stereo unspecified),0,.,5.2,4,.,.,15,.,.
CCc1nc2c(OCc3ccccc3C(=O)OC)cccn2c1N(C)C(=O)c1ccncc1,5,.,0.5,.,.,.,-14,-16,.
CCCNC(=O)c1cc(C2CCCN(C(=O)c3ccc4c(c3)CCO4)C2)on1 (stereo unspecified),-3,.,0.4,.,.,.,1,-15,.
CN(Cc1ccc(F)cc1)Cc1nc(-c2ccccc2)no1,-9,-1.1,0.8,-17,-16,8,0,6,-2.0

# Compounds above with a Cl atom, in the order listed:
SMILES,CHO-K1 Ca antag,V1R ag counter,CHO-K1 Ca ag,GPR7 antagonist,CHO parental Ca,OXTR potentiator,CHO-K1 Ca PAM,TAAR1 antag,OXTR ag
COc1cc(CN2CC(=O)N(c3cccc(Cl)c3C)C2=S)cc(OC)c1OC,6,4.6,23*,0,-7,-8,3,17,3.5
Cc1cccc(N2CCN(CC(O)COc3ccc(Cl)cc3)CC2)c1 (stereo unspecified),-9,6.8,3.6,-8,-12,-9,-13,-15,4.2
O=C(c1ccc(Cl)c(S(=O)(=O)N2CCCCC2)c1)N1CCCCC1,14,1.6,1.3,12,-7,0,-12,-16,0.8
CC(C)CNc1nc(S(=O)(=O)c2ccccc2)c(Cl)s1,-8,-0.5,1.6,-8,-5,-10,-4,-32,-2.0
Cc1cc(OCC(=O)N(C)C2CCCCC2)cc(C)c1Cl,-5,-1.9,8.8,-1,9,-10,17,-29,-2.1
FC(F)(Cl)c1nnc2ccc(Cl)nn12,-11,1.4,0.6,-15,11,-16,17,-5,-0.3
Cc1ccc(C)c(NS(=O)(=O)c2cc(C(=O)Nc3ccccc3-c3ccccc3)ccc2Cl)c1,-7,1.0,1.1,1,-9,-5,8,8,0.5
O=C(CN1C(=O)C(=O)N(Cc2ccccc2)C1=O)Nc1ccc(F)c(Cl)c1,-6,1.2,0.8,-7,-10,1,13,-16,2.4
FC(F)(F)c1ccc(Cl)c(Nc2nnc(-c3ccncc3)s2)c1,2,.,0.2,.,.,.,7,-3,.
CC1(c2ccccc2Cl)NC(=O)N(CC(=O)N2CCc3ccccc3C2)C1=O (stereo unspecified),6,.,1.1,.,.,.,-6,4,.
